# High-throughput results (PubChem)
# Mdm2-MdmX inh = inhibitors of human Mdm2-MdmX association, primary screen, cell-based, luminescence, split luciferase, SaOS-2, uHTS. SaOS-2 split-luciferase Mdm2/MdmX complementation. inhibition, % at 8 µM. Protein Mdm4 (Homo sapiens) + E3 ubiquitin-protein ligase Mdm2 (Homo sapiens), …. 330,000 compounds, 3% hits;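 active = inhibition of at least 50% at 8 µM in the primary screen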
# Jurkat NFkB inh = inhibitors of induced NF-kB luciferase reporter, primary screen, TCR NF-kB activation inhibitor project, cell-based, luminescence, uHTS; Jurkat, PMA/ionomycin-induced NF-kB luciferase reporter; inhibition, % at 4 µM; 330,000 compounds, 0.53% hits; in the data active = inhibition above about 50%
# 697 NFkB inh = inhibitors of PMA/ionomycin-induced NF-kB reporter, 697 cells, primary screen, B-cell NF-kB inhibitor project, cell-based, luminescence, uHTS; 330,000 compounds, 0.33% hits; inhibition, % at 4 µM; AID 435022, 2010; 697 B-cell NF-kB luciferase reporter, 16 h; in the data active = inhibition above about 35%
# EBI2 antag = EBI2 receptor antagonists, beta-arrestin recruitment, primary screen, cell-based, luminescence, 7a,25-OHC stimulation, uHTS; G-protein coupled receptor 183 (Homo sapiens), P32249; 7a,25-OHC stimulated; inhibition, % at 5 µM; 360,000 compounds, 0.81% hits; AID 651636, 2012; in the data active = inhibition above about 38%;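 note: enzyme fragment complementation signal reports receptor beta-arrestin coupling in cells; 0% = agonist plus DMSO wells and 100% = wells without agonist; some results beyond the cut were filed as inactive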
# Target sequence (P32249 whole entry, looked up, the tested form may be a part): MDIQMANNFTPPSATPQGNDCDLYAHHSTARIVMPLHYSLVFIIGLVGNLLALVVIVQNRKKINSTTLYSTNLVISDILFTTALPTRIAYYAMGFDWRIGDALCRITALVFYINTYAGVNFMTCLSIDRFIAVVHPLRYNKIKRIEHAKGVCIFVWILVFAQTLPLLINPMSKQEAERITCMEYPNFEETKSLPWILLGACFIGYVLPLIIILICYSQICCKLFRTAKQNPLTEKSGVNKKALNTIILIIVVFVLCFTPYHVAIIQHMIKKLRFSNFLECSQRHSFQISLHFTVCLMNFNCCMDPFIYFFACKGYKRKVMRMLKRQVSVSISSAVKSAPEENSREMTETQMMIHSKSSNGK
# CCR6 antag = CCR6 receptor antagonists, primary screen, cell-based, CHO-K1, luminescence, beta-arrestin, uHTS | AID 493098, 2011 | CHO-K1 CCR6 PathHunter beta-arrestin, CCL20-stimulated | inhibition, % at 20 µM | 340,000 compounds, 0.49% hits | C-C chemokine receptor type 6 (Homo sapiens), P51684;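 active = compounds whose inhibition of the agonist-driven luminescence signal at 20 µM reaches about 50%, limit read from the data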;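 note: cells stimulated with CCL20 at 14 nM final; plate controls were DMSO with CCL20 for no effect and DMSO without agonist for full effect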
# Target sequence (P51684 whole entry, looked up): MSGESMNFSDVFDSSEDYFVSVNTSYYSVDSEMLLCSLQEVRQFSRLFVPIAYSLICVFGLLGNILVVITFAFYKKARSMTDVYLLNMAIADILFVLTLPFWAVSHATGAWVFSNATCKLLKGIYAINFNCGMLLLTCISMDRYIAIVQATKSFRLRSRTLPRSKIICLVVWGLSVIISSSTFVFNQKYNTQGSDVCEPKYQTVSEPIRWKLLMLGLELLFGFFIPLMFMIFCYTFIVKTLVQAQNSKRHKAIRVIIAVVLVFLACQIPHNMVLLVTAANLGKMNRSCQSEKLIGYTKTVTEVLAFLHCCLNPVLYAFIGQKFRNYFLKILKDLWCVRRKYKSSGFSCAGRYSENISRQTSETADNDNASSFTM
# Gli-Sufu block = Gli-Sufu pathway antagonists, primary screen, luciferase luminescence, Sufu-KO-LIGHT cells, uHTS | AID 588413, 2011 | Sufu-KO-LIGHT fibroblasts, Gli luciferase reporter luminescence | 340,000 compounds, 0.74% hits | inhibition, % at 5 µM;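 active = inhibition above about 55%, limit read from the data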;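 note: 0% = DMSO-treated cells and 100% = wells with medium but no cells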
# CXCR6 block = CXCR6 receptor inhibitors, primary screen, cell-based, beta-arrestin, luminescence, CHO-K1 PathHunter, 1536-well | C-X-C chemokine receptor type 6 (Homo sapiens), O00574 | inhibition, % at 20 µM | 360,000 compounds, 0.36% hits | AID 602244, 2012; in the data active = inhibition above about 34%, passing the limit was not always enough;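 note: antagonist mode with CXCL16 agonist at 10 nM final; 0% = 10 nM CXCL16 with DMSO and 100% = unstimulated wells without agonist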
# Target sequence (O00574 whole entry, looked up): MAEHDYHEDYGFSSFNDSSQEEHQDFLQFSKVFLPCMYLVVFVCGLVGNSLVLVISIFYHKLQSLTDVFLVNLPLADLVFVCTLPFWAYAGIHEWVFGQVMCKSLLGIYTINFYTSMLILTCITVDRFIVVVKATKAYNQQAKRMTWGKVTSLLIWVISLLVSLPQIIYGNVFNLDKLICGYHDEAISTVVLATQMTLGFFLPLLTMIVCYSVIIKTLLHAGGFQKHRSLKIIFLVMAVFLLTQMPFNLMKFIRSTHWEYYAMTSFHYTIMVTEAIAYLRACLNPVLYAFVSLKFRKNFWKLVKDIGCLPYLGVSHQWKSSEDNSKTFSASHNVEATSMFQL
# UPR XBP1 act = activators of adaptive XBP1 UPR arm, primary screen, cell-based, CHO-XBP1 luciferase reporter, luminescence, uHTS; 330,000 compounds, 0.33% hits; activation, % at 20 µM; AID 463104, 2010; IRE1-XBP1 UPR activation; percent of tunicamycin response, DMSO as zero;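 active = versus positive control, 20 µM dose yields 30% or more activation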;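 note: 100% = tunicamycin at 10 µg/mL and 0% = DMSO only wells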
#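 Signal: luciferase luminescence; Assay system: CHO-XBP1 luciferase reporter cells; Amount: one thousand reporter cells per well; Dosing: 20 µM single concentration, DMSO 1%; Benchmarks: high control tunicamycin 10 µg/mL final, low control DMSO vehicle only; Schedule: 6 h compound exposure at 37 °C, 5% CO2; Evaluation: percent activation relative to tunicamycin reference.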
# UPR CHOP act = activators of apoptotic CHOP UPR arm, primary screen, cell-based, CHO-CHOP luciferase reporter, luminescence, uHTS; UPR activation; percent of tunicamycin response over DMSO baseline; activation, % at 10 µM; 330,000 compounds, 0.34% hits; AID 449763, 2010;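 active = at 10 µM dose, activation of 40% or more, normalized to positive control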;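 note: 100% = tunicamycin at 10 µg/mL and 0% = DMSO alone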
#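 Test system: CHO CHOP reporter cells. Input: 500 CHO-CHOP cells per well. Medium: F12 with 10% FBS. Technique: luciferase luminescence. Measure: percent activation relative to tunicamycin control. Dosing: 10 µM compound, 0.5% DMSO. Timing: 16-18 h cell attachment, then 6 h compound exposure, 37 °C.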
# An asterisk follows results filed as active; nt = no result given.
SMILES,Mdm2-MdmX inh,Jurkat NFkB inh,697 NFkB inh,EBI2 antag,CCR6 antag,Gli-Sufu block,CXCR6 block,UPR XBP1 act,UPR CHOP act
CC[C@H]1OC(=O)C[C@@H](O)[C@H](C)[C@@H](O[C@@H]2O[C@H](C)[C@@H](O[C@H]3C[C@@](C)(O)[C@@H](O)[C@H](C)O3)[C@H](N(C)C)[C@H]2O)[C@@H](CC=O)C[C@@H](C)C(=O)/C=C/C(C)=C/[C@@H]1CO[C@@H]1O[C@H](C)[C@@H](O)[C@@H](OC)[C@H]1OC,nt,nt,nt,1.2,5.4,-11.3,1.1,nt,nt
COc1cc(C(=S)N2CCOCC2)cc(OC)c1OC(=O)Cc1ccccc1,-7.3,7.0,-1.4,-5.5,-12.4,-14.2,-4.4,-0.6,-0.3
O=c1[nH]c(=O)n(CCc2ccc(F)cc2)c(O)c1C=NCCCn1ccnc1,16.1,-13.6,9.8,-0.7,10.6,17.3,-2.8,-2.8,-2.1
COC(=O)C1=C(c2ccccc2)C[C@@H]2CC[C@H]1N2C(=O)N1CCCCC1,-35.6,-6.3,-17.2,-8.1,12.6,-24.2,2.2,-1.3,1.5
O=[N+]([O-])c1cccc2c([N+](=O)[O-])cccc12,3.6,-0.7,22.6,-12.6,-8.3,10.9,-4.2,1.1,-0.1
COc1ccc(-c2[nH]ncc2CNC(C)Cc2ccsc2)c(F)c1 (stereo not drawn),-3.5,-7.0,2.7,-0.3,9.3,15.9,-3.1,-3.5,0.3
COC(=O)C1=C(c2cccc(C#N)c2)C[C@@H]2CC[C@H]1N2C(=O)N1CCC(O)CC1,9.4,9.3,15.0,-11.5,4.1,-8.7,-2.2,-2.2,0.4
NC(N)=N/N=C/c1cn(-c2ccccc2)nc1-c1cccs1,99.5*,26.2,6.9,-16.4,2.9,7.3,-17.7,15.8,9.4
CN1C(=O)C(=Cc2ccc(N3CCCCCC3)cc2)C(=O)N(C)C1=O,-12.3,10.5,10.4,-5.4,9.7,-12.5,-2.1,2.9,0.6
Cc1ccccc1-n1c(C)cc(/C=C2/C(=O)NC(=O)N(Cc3ccco3)C2=O)c1C,28.4,-10.7,-12.3,-1.8,7.0,-15.3,2.0,2.6,0.8
COc1cc2c(cc1OC)C(C)NCC2 (stereo not drawn),-8.6,-2.5,19.8,-2.3,6.6,11.8,7.3,-1.5,-2.1
Nc1c(C(=O)NCCN2CCOCC2)c2nc3ccccc3nc2n1Cc1ccco1,24.0,7.5,20.4,23.0,11.3,3.5,10.7,0.1,-1.9
COc1c(C)cc(C(=O)C2CCCN(Cc3cccc(O)c3)C2)cc1C (stereo not drawn),8.6,-10.4,-30.6,6.3,-4.2,33.2,-8.0,-3.7,0.2
CCOC(=O)c1cc2c(cn1)[C@@H](CCO)NC2,nt,nt,nt,-7.3,2.4,-20.5,3.5,nt,nt
C=C1C(=O)OC2CC3(C)OC3CCC(C)=CC(OC(C)=O)C12 (stereo not drawn),nt,nt,nt,17.1,28.0,12.6,10.4,nt,nt
O=Cc1cn(Cc2cccc(F)c2)c2ccccc12,-5.1,12.4,-8.1,0.3,1.7,nt,10.8,-1.4,-1.5
O=C(c1ccc(CNS(=O)(=O)c2ccc(Br)cc2)cc1)N1CCC2(CC1)OCCO2,-4.1,15.5,-5.7,-9.6,4.0,22.6,0.1,1.6,-1.7
Cc1ccccc1NC(=O)c1cc(-c2ccccc2)n(CCCN2CCOCC2)c1C,20.8,-6.8,21.6,8.8,4.3,-0.5,-0.9,-3.0,-0.4
Cc1ccc(C(=O)C2CN3CCC2CC3)cc1 (stereo not drawn),13.3,-1.4,4.0,-11.8,5.6,4.7,-14.1,4.2,-1.9
Cc1ccc2[nH]c(=S)n(-c3cccnc3)c(=O)c2c1,22.1,-0.7,12.3,-2.9,10.3,0.4,2.2,-3.4,-0.3
CCn1cc(/C=c2/sc3n(c2=O)C2c4ccccc4OC(C)(N=3)C2C(=O)OC)c(C)n1 (stereo not drawn),23.5,11.0,13.1,5.9,16.4,4.3,-3.0,-0.5,1.1
CCOC(=O)c1c(C)[nH]c(C)c1C(=O)C(Cc1ccccc1)N(C)C (stereo not drawn),-27.3,11.7,0.5,1.1,8.0,3.6,-2.3,0.1,2.4
CCC1(c2cccc(O)c2)CCCCN(C)C1 (stereo not drawn),14.3,-16.6,25.0,5.1,-0.4,8.1,-4.2,-5.6,-0.8
FC(F)(F)c1ccc2c(c1)nnn2C1CCN(Cc2nnnn2Cc2ccccc2)CC1,10.7,13.6,8.4,12.6,19.8,-5.4,-12.0,-0.2,-2.5
COc1ccc(N2C(=O)NC(=O)/C(=C\c3ccccc3[N+](=O)[O-])C2=O)cc1,9.7,-0.9,-5.0,1.4,3.3,2.1,-1.2,-0.5,0.4
O=C1NC(=O)C(CCc2ccncc2)(CCc2ccncc2)C(=O)N1CCc1ccccc1,16.5,5.7,-2.2,7.6,14.0,8.0,2.0,-0.1,-1.3
O=C1NCCCCC1(Cl)Cl,nt,nt,nt,0.2,0.6,3.9,-5.2,nt,nt
C=C1C[C@]2(O)[C@@]3(C)CCC(=O)C(C)(C)C3=C(O)C(=O)[C@@]2(C)[C@@H]2C(=O)O[C@@](C)(C(=O)OC)C(=O)[C@@]12C,-9.2,-8.6,-41.3,0.5,-1.2,-37.0,0.0,0.1,3.9
CCCCn1c(O)c(C(C)=NCC2CCCO2)c(=O)[nH]c1=O (stereo not drawn),11.8,1.5,25.8,-0.3,-5.5,-1.4,-2.4,0.5,-2.4
Cc1[nH]c2ccccc2c1C(=O)CN1CC=C(c2ccccc2)CC1,13.7,2.1,0.3,-7.8,1.9,22.0,8.7,0.2,0.4
Cn1c(O)c(C=NC2C(=O)C3(C)CCC2C3(C)C)c(=O)n(C)c1=O (stereo not drawn),-4.3,8.7,7.6,-21.5,-4.6,4.6,-5.1,-2.0,1.2
CCN1C[C@@]2(COC)C3[C@@H](OC)[C@H]4[C@@H]1[C@@]3(C1C[C@@]3(O)[C@H](OC(=O)c5ccccc5)C1[C@]4(OC(C)=O)[C@@H](O)[C@H]3OC)[C@@H](OC)C[C@H]2O (stereo partly drawn),1.5,-2.8,4.3,0.4,7.3,6.6,3.4,-6.9,0.0
CCOC(=O)C1(CCc2ccccc2)CCN(Cc2ccco2)CC1,14.2,9.2,1.8,2.8,14.5,17.6,6.6,-2.5,-1.7
CC1CN(c2cc([N+](=O)[O-])ccc2Cl)CC(C)N1 (stereo not drawn),8.8,7.6,3.8,-8.3,5.8,29.8,-6.9,-0.1,-0.1
CCC(C)C(NC(=O)CCCNC(=O)CCC(=O)OC1O[C@H]2OC3(C)CC[C@H]4[C@H](C)CCC(C1C)C24OO3)C(=O)O (stereo partly drawn),21.1,7.1,14.2,-19.4,nt,nt,-29.3,0.8,12.8
FCCN(CCF)c1cccc(Cl)c1,17.4,2.8,24.1,nt,9.3,-19.7,nt,-5.8,0.0
CN(C)CCNC(=O)c1cccn(Cc2cccc(C(F)(F)F)c2)c1=O,3.6,-2.0,1.8,-0.9,2.7,3.6,3.7,-0.5,0.2
Cc1ccc(C)c(NC(=O)CCNC(=O)N2C[C@H]3C[C@@H](C2)c2cccc(=O)n2C3)c1,7.3,-1.4,11.1,0.4,5.4,-0.7,-1.4,-2.3,-0.6
C[C@H](NC(=O)N1C[C@H]2C[C@@H](C1)c1cccc(=O)n1C2)C(=O)Nc1cccc(F)c1,12.8,5.5,1.2,-5.7,-3.5,-0.1,-0.2,0.9,-1.1
CCOC(=O)N(C)c1ccc(C(O)(C(=O)OC)C(F)(F)F)cc1 (stereo not drawn),15.8,19.2,20.9,-4.3,-13.2,18.2,-7.5,-1.1,-2.4

# The list goes on; the last five above are carried over.
SMILES,Mdm2-MdmX inh,Jurkat NFkB inh,697 NFkB inh,EBI2 antag,CCR6 antag,Gli-Sufu block,CXCR6 block,UPR XBP1 act,UPR CHOP act
FCCN(CCF)c1cccc(Cl)c1,17.4,2.8,24.1,nt,9.3,-19.7,nt,-5.8,0.0
CN(C)CCNC(=O)c1cccn(Cc2cccc(C(F)(F)F)c2)c1=O,3.6,-2.0,1.8,-0.9,2.7,3.6,3.7,-0.5,0.2
Cc1ccc(C)c(NC(=O)CCNC(=O)N2C[C@H]3C[C@@H](C2)c2cccc(=O)n2C3)c1,7.3,-1.4,11.1,0.4,5.4,-0.7,-1.4,-2.3,-0.6
C[C@H](NC(=O)N1C[C@H]2C[C@@H](C1)c1cccc(=O)n1C2)C(=O)Nc1cccc(F)c1,12.8,5.5,1.2,-5.7,-3.5,-0.1,-0.2,0.9,-1.1
CCOC(=O)N(C)c1ccc(C(O)(C(=O)OC)C(F)(F)F)cc1 (stereo not drawn),15.8,19.2,20.9,-4.3,-13.2,18.2,-7.5,-1.1,-2.4
NC1=C([N+](=O)[O-])C(c2ccc3c(c2)OCO3)c2c(c3ccccc3oc2=O)O1 (stereo not drawn),-4.2,-12.1,-11.6,nt,2.0,nt,nt,-0.7,0.4
Cc1sc2ccccc2c1CC1=NCCN1,0.3,-15.1,-2.7,-8.9,4.6,61.4*,1.4,-9.6,0.2
CC(=O)OC(C)(C)/C=C/C(=O)[C@](C)(O)[C@H]1[C@H](O)C[C@@]2(C)[C@@H]3CC=C4[C@H](C[C@H](O)C(=O)C4(C)C)[C@]3(C)C(=O)C[C@]12C,nt,nt,nt,-75.8,30.7,87.7*,12.5,nt,nt
COc1ccc(C[C@H]2NC[C@H](O)[C@H]2OC(C)=O)cc1,98.0*,99.6*,100.4*,21.3,8.6,86.6*,-5.1,-11.4,-6.9
Cc1cc[n+](Cc2ccccc2)cc1,9.5,-2.1,-13.7,-6.8,-1.4,-8.8,-0.2,-3.2,0.0
COC(=O)C1=C(c2ccccc2)C[C@@H]2CC[C@H]1N2C(=O)NCc1ccc(F)cc1,-7.9,5.7,12.1,8.1,13.2,17.9,-0.3,-1.2,-2.2
Cn1c(O)c(C(=Nc2ccc(F)cc2)c2ccccc2)c(=O)n(C)c1=O,27.9,-3.2,4.4,7.1,2.7,6.3,-2.5,-3.2,2.5
CCc1cc(=O)oc2cc(OCC(=O)N3C[C@H]4C[C@@H](C3)c3cccc(=O)n3C4)ccc12,22.3,-5.6,9.9,-4.6,-9.0,2.1,-2.5,-0.8,0.4
O=C(COc1ccc2ccccc2c1)N1CCN(C2CCN(Cc3ccccc3)CC2)CC1,13.1,15.5,0.0,42.8,-4.3,6.6,0.5,4.3,0.5

# These rows are one share of the data (hit frequency here may not be typical).
